KLF5 inh = suppresses KLF5 promoter-driven expression | DLD-1 KLF5 promoter-luciferase reporter, luminescence | inhibition, % at 5 µM | actives 0.23% (n = 290,000) | AID 1700;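 active = inhibition above a per-plate limit of that plate's mean compound inhibition plus 3 SD, cut at about 60% in these data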;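 note: 0% = DMSO wells and 100% = LY294002 at 200 µM; higher means less KLF5 promoter-driven luciferase light; inactives centre near -14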
IEC-6 cytotox = counter-screen for KLF5 inhibitors: cytotoxicity in IEC-6 cells | IEC-6 cytotoxicity, luminescence viability | inhibition, % at 5 µM | AID 1825 | actives 0.78% (n = 290,000); in the data active = inhibition above about 22%;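 note: 0% = plate median of test compound wells and 100% = cytotoxic reference compound wells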
aSyn 5UTR inh = MLPCN primary screen, SNCA 5' untranslated region. alpha-synuclein 5'UTR reporter, inhibitor activity. inhibition, % (tested at 7.5 µM). actives 0.82% (n = 300,000). AID 1813; in the data active = inhibition above about 60%; inconclusive = no clear call, values can overlap the other calls;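 note: H4 neuroglioblastoma cells stably carrying SNCA 5'UTR luciferase fusion; 0% = DMSO wells and 100% = positive control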
HSP90 refold inh = inhibitors of HSP90 luciferase refolding in rabbit reticulocyte lysate; luciferase refolding luminescence, 3 h; AID 1789; inhibition, % at 5.6 µM; actives 0.91% (n = 290,000);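 active = inhibition above the screen-wide mean plus 3 SD, computed separately per campaign, cut at about 16% in these data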;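 note: 0% = DMSO wells and 100% = 60 µM geldanamycin wells; inhibitors lower the luminescence because luciferase stays unfolded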
HSF-1 act = increases HSF-1 driven luciferase reporter signal | actives 1.7% (n = 300,000) | activation, % at 9 µM | AID 504408 | NIH3T3-HGL HSF-1 luciferase reporter, MG132, 8 h; 100% = twice DMSO control signal;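 active = mean replicate activation of at least 50% with a set share of replicates each reaching 50%; inconclusive = only one of those two conditions met; inactive = mean below 50% and too few replicates reaching it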;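 note: 0% = median of the neutral control wells and 100% = twice that signal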
HSF1 inhib = HSF1 inhibition | activity change, negative = inhibition, % at 7.5 µM (by protocol) | actives 0.77% (n = 300,000) | NIH3T3-HGL HSE-luciferase, MG132-induced, luminescence 8 h; active compounds read low;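 active = more than half of replicate wells show activity change below -50%, luminescence cut by over half; inconclusive = some wells, but at most half, below -50%; inactive = no replicate well below -50%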;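 note: luciferase reports HSF-1 transcriptional activity via heat shock element; 0% = median of DMSO wells and -100% = zero luminescence signal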
GSK3A inh = inhibitors of human GSK-3 alpha kinase; inhibition, % at 10 µM; actives 0.1% (n = 320,000); ADP-Glo luminescence, 60 min; P49840;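 in the data active = inhibition above about 50%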;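 note: GST-tagged GSK-3 alpha with peptide substrate and 25 µM ATP; 0% = DMSO neutral wells and 100% = GW8510 positive control wells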
Target sequence (P49840 whole entry, looked up): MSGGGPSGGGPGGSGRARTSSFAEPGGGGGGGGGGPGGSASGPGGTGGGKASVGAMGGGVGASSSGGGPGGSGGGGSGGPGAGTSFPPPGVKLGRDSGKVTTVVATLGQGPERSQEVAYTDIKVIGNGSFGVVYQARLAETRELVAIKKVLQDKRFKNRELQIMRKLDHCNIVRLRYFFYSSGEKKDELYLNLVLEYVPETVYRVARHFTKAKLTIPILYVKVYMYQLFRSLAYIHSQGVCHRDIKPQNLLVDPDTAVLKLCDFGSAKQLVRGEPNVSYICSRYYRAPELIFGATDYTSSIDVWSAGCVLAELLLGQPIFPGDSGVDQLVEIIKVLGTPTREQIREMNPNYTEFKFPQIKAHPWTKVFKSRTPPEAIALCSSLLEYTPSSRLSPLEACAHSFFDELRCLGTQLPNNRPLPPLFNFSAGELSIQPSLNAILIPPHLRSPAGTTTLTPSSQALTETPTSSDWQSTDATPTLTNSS
GSK3B inh = blocks human GSK3beta kinase activity; P49841; GST-GSK3beta kinase, ADP-Glo luminescence, 60 min; active compounds read low; activity score (negative = inhibition), % at 10 µM; actives 0.038% (n = 300,000);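 active = more than half of replicate wells score below -50%, meaning over 50% inhibition versus plate controls; inconclusive = some replicates but at most half score below -50%; inactive = no replicate scores below -50%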;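 note: 0% = median DMSO wells and -100% = median GW8510 positive control wells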
Target sequence (P49841 whole entry, looked up): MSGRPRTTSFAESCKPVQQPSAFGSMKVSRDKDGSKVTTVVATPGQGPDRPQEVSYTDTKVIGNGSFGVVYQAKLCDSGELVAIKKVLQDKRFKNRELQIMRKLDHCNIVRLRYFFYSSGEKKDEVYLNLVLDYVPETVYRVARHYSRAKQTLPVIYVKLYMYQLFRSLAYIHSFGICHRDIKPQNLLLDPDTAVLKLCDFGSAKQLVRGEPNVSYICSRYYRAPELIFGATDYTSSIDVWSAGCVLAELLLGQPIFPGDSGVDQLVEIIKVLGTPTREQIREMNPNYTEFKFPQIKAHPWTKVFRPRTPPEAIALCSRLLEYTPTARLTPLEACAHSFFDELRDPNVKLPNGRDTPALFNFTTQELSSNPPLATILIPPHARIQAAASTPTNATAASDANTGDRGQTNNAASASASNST
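Assay system: GST-fused GSK3beta enzyme, cell-free / Medium: Tris pH 7.5 buffer with MgCl2, DTT, BSA, heparin / Also added: peptide substrate plus 25 µM ATP (final) / Compound: 10 µM single point / Timing: kinase reaction with compound 60 min at room temperature / Detection: ADP-Glo luminescence / Benchmarks: DMSO neutral wells and GW8510 at 20 µM as positive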
Platelet DG rel = modulates dense granule release in human platelets. human platelet-rich plasma, SFLLRN dense granule ATP release, luminescence. inhibition, %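 (compounds screened at 7.5 µM in platelet-rich plasma)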. actives 0.22% (n = 300,000). AID 1663;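 active = mean replicate score, as percent of positive control, at or above 50; inconclusive = mean below 50 but at least one replicate at or above 50; inactive = mean and every replicate below 50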
DYRK1A inh = blocks rat Dyrk1A kinase activity; Q63470; ADP-Glo luminescence, NFATc1 peptide; inhibition, % at 12.5 µM; actives 0.43% (n = 310,000); AID 504441; in the data active = inhibition above about 50%;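 note: plate controls were vehicle with enzyme for no effect and no enzyme for full effect; many of its hits are not listed in these tables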
* hit, by the source's call; ? = inconclusive; . = not tested or not shown. Some of the compounds tested, so the mix of outcomes need not match the whole.

SMILES,IEC-6 cytotox,HSF1 inhib,GSK3A inh,HSF-1 act,KLF5 inh,GSK3B inh,Platelet DG rel,DYRK1A inh,HSP90 refold inh,aSyn 5UTR inh
COc1ccc(-n2c(SC)nnc2-c2c[nH]c3ccccc23)cc1,-3,-2,-3,-12,-15,0,5,3,-3,-9
CC(OC(=O)c1ccc2ncsc2c1)C(=O)N1CCCC1 (stereo unspecified),0,-2,-5,0,9,-3,-1,.,2,10
COc1ccc(OC)c(CCNC(=O)Cn2ccc3cc(S(=O)(=O)N4CCCC4)ccc32)c1,2,0,.,5,-8,-1,-4,-2,2,13
COC(=O)[C@@H]1CCCN1Cc1nc(Cc2ccccc2F)no1,-4,-1,0,3,-21,0,16,-2,0,-4
CC(C)N1C(=O)S/C(=C/c2cccnc2)C1=O,-2,-1,-3,17,15,0,3,.,3,-16
COc1nc(N/N=C/c2ccc(-c3ccccc3[N+](=O)[O-])o2)nc(N2CCOCC2)n1,8,19,2,19,-49,0,6,-3,3,-105
Cn1cnnc1SCC(=O)n1c2ccccc2c2ccccc21,-2,-4,-2,4,-6,0,2,1,1,13
O=C(Cc1ccc([N+](=O)[O-])cc1)N1CCN=C1SCc1ccccc1,5,-2,0,-2,-7,3,4,-7,0,-18
COc1ccc2nc(NC(=O)CN3CCOCC3)sc2c1,-1,-89*,8,-91,-23,-2,3,44,7,-63
N#Cc1cc(O)c(-n2nnc3ccccc32)cc1C#N,-3,3,0,-4,-18,-3,2,-1,-1,4

SMILES,IEC-6 cytotox,HSF1 inhib,GSK3A inh,HSF-1 act,KLF5 inh,GSK3B inh,Platelet DG rel,DYRK1A inh,HSP90 refold inh,aSyn 5UTR inh
O=C(CCCCCn1c(=S)[nH]c2cc3c(cc2c1=O)OCO3)N1CCN(C(=O)c2ccco2)CC1,-3,-67*,-1,-76,-4,0,-4,3,-1,-7
CC1=NN(C(=O)c2ccc(Cn3cc(Br)c([N+](=O)[O-])n3)o2)C(O)(C(F)(F)F)C1 (stereo unspecified),3,-4,0,11,-20,-1,-3,-1,3,23
C/C(CCc1ccco1)=N\NC(=O)CNc1cccc2ccccc12,-1,8,-1,?,-1,3,4,1,5,11
O=C1Oc2ccccc2C(=O)/C1=C/c1ccccc1O,6,-16,-3,-36,-17,3,-1,-2,-2,-97
CCOC(=O)C1CCCN(C(=O)c2ccc3nc(-c4ccc(OC)c(OC)c4)c(-c4ccc(OC)c(OC)c4)nc3c2)C1 (stereo unspecified),-5,-8,-10,8,-15,0,11,-1,-2,18
COC1(OC)C(/C=C/c2ccc(C)cc2)C(C#N)(C#N)C1(OC)OC (stereo unspecified),3,52,-3,55*,-12,4,6,-7,1,-47
Cc1ccc(NC(=O)Cc2nnc(N)s2)cc1,-1,3,2,10,-12,0,0,4,0,6
Cc1ccc(NC(=O)/C(=C/c2cccc([N+](=O)[O-])c2)NC(=O)C2CCCCC2)cc1,7,-2,0,-2,-13,-3,4,-6,2,19
O=C(COC(=O)C1=Cc2ccccc2OC1)NC1CCCC1,5,3,-1,9,12,6,-3,-1,-3,5
COc1ccc(NS(=O)(=O)NC(=O)c2c(C)n(C)c3ccccc23)cc1,-11,-28,1,-23,2,5,-3,-1,-3,-18

SMILES,IEC-6 cytotox,HSF1 inhib,GSK3A inh,HSF-1 act,KLF5 inh,GSK3B inh,Platelet DG rel,DYRK1A inh,HSP90 refold inh,aSyn 5UTR inh
CSCCC(NC(=O)c1cccc(S(=O)(=O)N2CCOCC2)c1)C(=O)Nc1cccc(C)c1 (stereo unspecified),1,-1,-1,-2,-36,2,-4,-8,3,11
O=C(O)/C=C/c1cn(Cc2ccccc2)nc1-c1ccc(Cl)cc1,-5,2,-5,-1,-31,6,-1,-3,-2,-20
O=C(Nc1cccc(NC(=O)c2cccs2)c1)c1ccc(F)cc1,-1,1,0,10,-49,0,8,5,5,17
CCc1cc(-c2n[nH]c(=S)n2N)n(C)n1,-1,-4,1,4,-29,1,-3,-4,-1,-8
C/C(=N\Nc1nc2ccccc2[nH]1)c1ccc(Cl)s1,10,10,0,6,-53,-1,3,1,-2,-104
COc1cc2[nH]c(=S)n(C3CCCC3)c(=O)c2cc1OC,-4,2,-1,-5,-45,-2,6,4,1,7
NC(=O)C1CCN(c2nc(-c3ccccc3)nc3c2oc2ccccc23)CC1,-5,2,.,7,6,0,-10,7,3,6
S=c1[nH]nc(-c2ccccn2)n1/N=C/c1ccc(Cl)cc1,-7,1,-3,31,-12,-6,10,10,-2,0
CN(CC(=O)Nc1sc2c(c1C#N)CCCCC2)Cc1nc2ccccc2c(=O)[nH]1,1,-9,-2,-12,-5,-1,-18,7,3,14
NC(=O)CC1NC(=O)c2cc([N+](=O)[O-])cc(I)c2OCCC(C(N)=O)NC(=O)[C@@H]2CCCN2C1=O (stereo partly specified),6,.,3,.,-15,.,.,.,0,.

SMILES,IEC-6 cytotox,HSF1 inhib,GSK3A inh,HSF-1 act,KLF5 inh,GSK3B inh,Platelet DG rel,DYRK1A inh,HSP90 refold inh,aSyn 5UTR inh
COc1ccc(NC(=O)C2CCN(S(=O)(=O)c3ccc(N4CCCC4=O)cc3)CC2)c(OC)c1,3,5,-1,6,-17,1,-5,-6,0,0
O=C(O)CN1C(=O)/C(=C2\SC(=S)N(C(Cc3ccccc3)C(=O)O)C2=O)c2ccccc21 (stereo unspecified),-6,-8,-1,-1,-20,2,11,-4,-3,-11
COc1cccc(OCc2nc3c4cnn(-c5ccccc5)c4ncn3n2)c1,0,.,0,.,-22,3,-7,4,-1,.
CC(C)c1ccc(O)c(NC(=O)c2cccnc2)c1,-3,4,-4,-16,-15,-4,4,4,0,-48
O=C(O)COc1c(F)c(F)c(C(F)(F)F)c(F)c1F,.,-11,-2,4,.,2,-3,0,.,-15
O=[N+]([O-])c1cccc(CN2[C@@H](Cc3ccccc3)COCCS2(=O)=O)c1,.,-42,0,-55,.,-1,-8,-5,.,27
CC(NO)/C(=N\O)c1cccs1 (stereo unspecified),-9,-51*,0,-57,-3,1,-5,-1,-2,-13
COc1ccc(CCNC(=S)NC(=O)c2ccccc2)cc1OC,-4,-6,-1,20,-21,1,5,6,-6,15
CN(C)c1ccccc1C(=O)N1CCC(n2nccc2NC(=O)C2CC2)CC1,8,-4,1,18,-38,.,8,-9,0,4
CCNc1ccc(C(=O)N/N=C/c2c(C)nn(-c3ccccc3)c2N2CCCC2)cc1[N+](=O)[O-],-2,-1,-4,-9,-20,-9,3,-9,-4,39

SMILES,IEC-6 cytotox,HSF1 inhib,GSK3A inh,HSF-1 act,KLF5 inh,GSK3B inh,Platelet DG rel,DYRK1A inh,HSP90 refold inh,aSyn 5UTR inh
CCOC(=O)COc1ccc(/C=C/[N+](=O)[O-])c(OCC(=O)OCC)c1,3,161,3,197*,-11,-1,1,-3,2,-21
Cc1ccc(N(C)S(=O)(=O)c2cccc(C(=O)Nc3ccc(C)cn3)c2)cc1,.,3,1,-2,.,1,6,.,.,11
NC(=O)CSc1nccn1Cc1ccc(Cl)cc1,4,0,0,3,17,1,2,.,-3,1
CCCSc1nc(N)c2c3c(sc2n1)CN(C)CC3,-4,5,16,7,4,-1,1,25,0,-48
CCn1c(C)nc2cc(S(N)(=O)=O)ccc21,-5,-7,-1,4,-6,-3,0,-6,-2,-3
Cc1cccc(N2C(=O)/C(=C/c3ccccn3)SC2=S)c1,5,-4,3,2,-4,3,-10,.,-2,-8
CN1CCC(=NOc2ccc([N+](=O)[O-])cc2)CC1,1,17,-1,34,-55,-1,1,-1,1,-93
CCn1c(=O)c2c(nc3n2CCN3c2ccccc2)n(C)c1=O,-1,-5,-2,14,-8,-1,-26,0,2,13
CCOC(=O)c1ccc(S(=O)(=O)N(CCO)Cc2cc3cc(OC)c(OC)cc3[nH]c2=O)cc1,-11,-5,-3,-2,-14,-1,3,13,2,-4
Oc1ccc(/C=N/NC2=NCCCCC2)c(O)c1,4,-6,7,-3,-74,-4,8,1,4,-141

SMILES,IEC-6 cytotox,HSF1 inhib,GSK3A inh,HSF-1 act,KLF5 inh,GSK3B inh,Platelet DG rel,DYRK1A inh,HSP90 refold inh,aSyn 5UTR inh
COC(=O)/C=C1\SC(=NC(=O)c2cccc([N+](=O)[O-])c2)NC1=O,-8,4,-2,-7,-2,5,-4,-4,1,-1
CCOC(=O)c1nc(NNC(C)=O)sc1C,-5,3,0,3,-34,3,-1,0,-3,7
CCc1cc2ccc(OC)cc2nc1SCC(=O)NNC(C)=O,0,-7,-2,-10,-6,-3,-4,-1,-1,-11
CC(C)c1ccccc1NC(=O)Cn1c(/C=C/c2ccccc2)nc2ccccc21,4,6,-3,11,-42,1,2,.,-6,-50
COc1ccc(C2=NOC3(CC(=O)N(c4ccc5ccccc5c4)C3=O)C2)c(OC)c1 (stereo unspecified),9,0,1,-17,-27,1,4,1,2,-7
COc1cc(/C=N/NC(N)=S)ccc1OCC(=O)Nc1ccc(C)c(C)c1,6,-3,0,18,-13,2,1,-1,0,8
CCC(C(=O)NNC(=O)c1cnccn1)c1ccccc1 (stereo unspecified),13,-5,0,7,9,3,-2,-6,0,8
N#Cc1ccc(-c2nc3ccccc3nc2-c2ccccc2)cc1C#N,-3,-10,-4,5,-24,1,-12,-6,-4,21
CC(C)NC(=S)N/N=C/c1c[nH]c2ccccc12,3,17,3,25,-39,2,0,8,-3,-124
COc1ccccc1NC(=O)COc1cc(C)nc(C(C)C)n1,-6,43,-1,49,-25,2,9,-1,0,-55
CC(C)CN(CC(C)C)S(=O)(=O)N1CCC(C(=O)NCc2ccc(F)cc2)CC1,3,-3,-5,-5,-39,2,-8,-1,1,31

Source: PubChem
